# CRFBP-R2 agonist = CRF-BP/CRF-R2 complex agonism | HEK293 CRF-R2/CRF-BP, calcium dye fluorescence (FLIPR); percent of saturating CRF peptide response | activation, % at 13.2 µM | 350,000 tested, 0.46% active;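 active = activation of at least 50%, plus an integration ratio under a set limit after plate pattern correction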;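 also: plate controls were neutral control wells without compound for no effect and CRF at EC100 for full effect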
# M4 antag = blocks acetylcholine activation of human M4 receptor | P08173 | CHO-hM4 cells, ACh EC80, Fluo-8 calcium fluorescence | inhibition, % at 3 µM | 360,000 tested, 0.73% active | AID 624125;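 active = inhibition above its plate's cutoff, the mean inhibition of sample wells plus 3 SD, cut at about 27% in these data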;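 also: 0% = acetylcholine EC80 with DMSO and 100% = DMSO without agonist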
# CHRM4 agonist = CHRM4 agonism in calcium assay; activation, % at 3 µM; AID 624127; CHO-K1 hM4/Gqi5, Fluo-8 calcium fluorescence; vehicle 0%, full acetylcholine response 100%; 360,000 tested, 0.14% active;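 active = activation above the run mean over all test wells plus 3 SD, cut at about 32% in these data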;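 also: peak over basal fluorescence ratio per well then scaled between controls; 0% = DMSO wells and 100% = acetylcholine at EC100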
# M1 antag = antagonists of human M1 muscarinic receptor. CHO-K1 hM1, Fluo-8 calcium fluorescence, ACh EC80 antagonist. 360,000 tested, 1.3% active. inhibition, % at 3 µM. P11229;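 active = percent inhibition above its own plate's cutoff, namely the mean of that plate's compound wells plus 3 SD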;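 also: peak over basal fluorescence ratio during 140 s after agonist addition; 0% = ACh EC80 plus DMSO and 100% = DMSO alone without agonist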
# Target sequence (P11229 whole entry, looked up): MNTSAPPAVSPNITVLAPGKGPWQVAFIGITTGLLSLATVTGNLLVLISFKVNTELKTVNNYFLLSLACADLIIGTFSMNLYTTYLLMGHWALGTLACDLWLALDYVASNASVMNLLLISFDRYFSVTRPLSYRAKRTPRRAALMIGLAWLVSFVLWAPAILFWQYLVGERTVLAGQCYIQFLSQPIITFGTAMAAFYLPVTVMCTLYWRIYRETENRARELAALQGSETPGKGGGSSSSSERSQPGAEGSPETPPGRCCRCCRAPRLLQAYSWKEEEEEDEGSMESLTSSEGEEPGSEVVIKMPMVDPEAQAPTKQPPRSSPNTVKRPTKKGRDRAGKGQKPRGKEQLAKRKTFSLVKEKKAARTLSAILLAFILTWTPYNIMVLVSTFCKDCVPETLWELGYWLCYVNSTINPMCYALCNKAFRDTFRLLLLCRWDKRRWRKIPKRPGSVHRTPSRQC
# M5 antag = blocks acetylcholine activation of human M5 receptor; P08912; CHO-hM5 cells, Fluo-8 calcium fluorescence, ACh EC80; 360,000 tested, 0.59% active; inhibition, % at 3 µM;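 active = inhibition above a per-plate cutoff, the mean of that plate's test compounds plus 3 SD, cut at about 27% in these data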;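 also: 0% = acetylcholine EC80 with DMSO and 100% = DMSO without agonist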
# Target sequence (P08912 whole entry, looked up): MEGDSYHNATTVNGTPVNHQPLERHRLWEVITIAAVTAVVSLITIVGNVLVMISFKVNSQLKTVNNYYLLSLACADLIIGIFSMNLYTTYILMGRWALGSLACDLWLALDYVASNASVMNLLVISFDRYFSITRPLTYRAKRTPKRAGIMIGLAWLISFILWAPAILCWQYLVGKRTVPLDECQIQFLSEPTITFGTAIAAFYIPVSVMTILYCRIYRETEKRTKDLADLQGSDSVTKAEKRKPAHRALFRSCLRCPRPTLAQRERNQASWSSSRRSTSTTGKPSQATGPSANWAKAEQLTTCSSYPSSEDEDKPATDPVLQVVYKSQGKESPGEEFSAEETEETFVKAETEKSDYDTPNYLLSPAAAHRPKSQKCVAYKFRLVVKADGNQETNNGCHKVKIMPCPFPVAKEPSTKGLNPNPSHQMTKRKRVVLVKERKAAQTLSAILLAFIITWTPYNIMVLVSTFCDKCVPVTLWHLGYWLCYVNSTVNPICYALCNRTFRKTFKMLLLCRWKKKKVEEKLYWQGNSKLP
# M4 PAM = positive allosteric modulators of human muscarinic M4 receptor | P08173 | CHO-K1 hM4/Gqi5, Fluo-8 calcium fluorescence, ACh EC20; 0% = ACh EC20, 100% = maximal ACh | activation, % at 3 µM | 360,000 tested, 0.4% active | AID 624126;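 active = activation above its plate's cutoff, the mean activation of sample wells plus 3 SD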; also: some results filed as inactive read as strong as hits
# CHRM5 agonist = CHRM5 agonism in calcium assay; P08912; CHO-K1 hM5 cells, Fluo-8 calcium fluorescence; 0% DMSO wells, 100% maximal acetylcholine response; activation, % at 3 µM; 360,000 tested, 0.19% active; AID 624037;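 active = activation above the run's mean over test compounds plus 3 SD, cut at about 23% in these data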;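 also: signal is peak over basal fluorescence ratio across the kinetic read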
# CHRM5 PAM = potentiates acetylcholine response at human M5 receptor | CHO-K1 hM5, Fluo-8 calcium, ACh EC20 PAM; 0% = ACh EC20, 100% = ACh EC100 | 360,000 tested, 0.3% active | activation, % at 3 µM | P08912;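 active = activation above the run cutoff, the mean activation of all test compounds plus 3 SD, cut at about 18% in these data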
#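 Assay system: CHO-K1 hM5 cells. Also added: acetylcholine at EC20 concentration, added after compound. Dosing: 3 µM, single dose. Times: compound preincubation 140 s before EC20 acetylcholine addition. Signal: Fluo-8 calcium fluorescence. Measure: % activation relative to EC20 and EC100 ACh responses. Repeats: singlicate, one well per test compound.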
# M1 PAM = potentiates human M1 receptor response to acetylcholine; activation, % at 3 µM; 360,000 tested, 0.088% active; P11229; AID 588819; CHO-K1 hM1, Fluo-8 calcium fluorescence, ACh EC20; 0% = ACh EC20, 100% = maximal ACh; in the data active = activation above about 19%, passing the limit was not always enough
# The depositor's hits bear a star; · = not tested or not shown.
# Sample of the layout, 13 compounds:
SMILES,CRFBP-R2 agonist,M4 antag,CHRM4 agonist,M1 antag,M5 antag,M4 PAM,CHRM5 agonist,CHRM5 PAM,M1 PAM
O=C(Nc1cccc(-c2ccc(N3CCCCC3)nn2)c1)C(F)(F)F,0.2,-14,6,-9,3,3,-4,-3,1
COc1ccc(-c2nnc(NC(=O)c3ccc(S(=O)(=O)N(C)CC4CCCO4)cc3)o2)c(OC)c1 (centres undefined),3.4,3,0,-10,-1,-2,-5,3,5
CCCn1c2ccccc2c2cnn(CC(=O)NCCN(CC)CC)c(=O)c21,2.8,5,0,-11,4,-12,-8,4,13
O=C(CSC1=Nc2ccccc2C2=NC(CC(=O)NCc3ccco3)C(=O)N12)NCc1ccco1 (centres undefined),2.5,-19,2,-9,-12,1,-4,5,4
Cc1ccc(C(=O)O/N=C/c2c(Cl)n(C)c3ccccc23)cc1,0.8,-3,0,-20,-1,1,-2,-2,2
CCOC(=O)c1c(NC(=O)CSc2nc3ccccc3s2)sc(C)c1C,6.5,11,2,3,-1,12,7,-5,1
O=C(Cn1cc(COc2ccc(C(=O)c3ccccc3)cc2)nn1)c1ccc(O)cc1,-4.1,-5,4,1,-3,5,3,1,-5
Cc1nc(/C(N)=N/OC(=O)c2cccc(Cl)c2)c(C(F)(F)F)o1,-3.8,-9,0,18,20,-18,-1,-9,-6
CCOc1ccc(C(=O)Cc2ccccc2)cc1,-2.2,0,-1,2,14,-4,-5,-2,-1
COC(=O)Cn1c(C)c(C(C)=O)c(C(C)=O)c1C,4.8,8,0,3,0,-5,0,-1,3
C[C@@H]1CCCCCCCCC(=O)OCCN[C@H](C)CCCCCCCCC(=O)OCCN[C@H](C)CCCCCCCCC(=O)OCCN1,21,13,3,47*,5,-15,-10,-4,-38
CN1CCC(N(C)C(=O)c2cccc(S(=O)(=O)N3CCOCC3)c2)CC1,1.1,4,0,1,0,-1,1,-2,2
CCCCCC(=O)Nc1ccc(N2CCN(CC)CC2)c(Cl)c1,-1.7,-10,2,69*,9,-5,-13,-22,-23

# Results, previewed entries included:
SMILES,CRFBP-R2 agonist,M4 antag,CHRM4 agonist,M1 antag,M5 antag,M4 PAM,CHRM5 agonist,CHRM5 PAM,M1 PAM
O=C(Nc1cccc(-c2ccc(N3CCCCC3)nn2)c1)C(F)(F)F,0.2,-14,6,-9,3,3,-4,-3,1
COc1ccc(-c2nnc(NC(=O)c3ccc(S(=O)(=O)N(C)CC4CCCO4)cc3)o2)c(OC)c1 (centres undefined),3.4,3,0,-10,-1,-2,-5,3,5
CCCn1c2ccccc2c2cnn(CC(=O)NCCN(CC)CC)c(=O)c21,2.8,5,0,-11,4,-12,-8,4,13
O=C(CSC1=Nc2ccccc2C2=NC(CC(=O)NCc3ccco3)C(=O)N12)NCc1ccco1 (centres undefined),2.5,-19,2,-9,-12,1,-4,5,4
Cc1ccc(C(=O)O/N=C/c2c(Cl)n(C)c3ccccc23)cc1,0.8,-3,0,-20,-1,1,-2,-2,2
CCOC(=O)c1c(NC(=O)CSc2nc3ccccc3s2)sc(C)c1C,6.5,11,2,3,-1,12,7,-5,1
O=C(Cn1cc(COc2ccc(C(=O)c3ccccc3)cc2)nn1)c1ccc(O)cc1,-4.1,-5,4,1,-3,5,3,1,-5
Cc1nc(/C(N)=N/OC(=O)c2cccc(Cl)c2)c(C(F)(F)F)o1,-3.8,-9,0,18,20,-18,-1,-9,-6
CCOc1ccc(C(=O)Cc2ccccc2)cc1,-2.2,0,-1,2,14,-4,-5,-2,-1
COC(=O)Cn1c(C)c(C(C)=O)c(C(C)=O)c1C,4.8,8,0,3,0,-5,0,-1,3
C[C@@H]1CCCCCCCCC(=O)OCCN[C@H](C)CCCCCCCCC(=O)OCCN[C@H](C)CCCCCCCCC(=O)OCCN1,21,13,3,47*,5,-15,-10,-4,-38
CN1CCC(N(C)C(=O)c2cccc(S(=O)(=O)N3CCOCC3)c2)CC1,1.1,4,0,1,0,-1,1,-2,2
CCCCCC(=O)Nc1ccc(N2CCN(CC)CC2)c(Cl)c1,-1.7,-10,2,69*,9,-5,-13,-22,-23
CCc1cccc(NC(=O)CCS(=O)(=O)c2ccc3c(c2)NC(=O)CO3)c1,0.2,-13,1,-13,-5,-1,-5,3,6
COc1cc(C(CC(=O)Nc2ncccc2C)N2Cc3ccccc3C2=O)cc(OC)c1OC (centres undefined),-1.3,7,0,-12,5,-4,-2,-2,5
O=C(Nc1ccc(S(=O)(=O)N2CCCCC2)cc1)C1CCCO1 (centres undefined),6.2,-1,3,-5,-6,0,-1,1,0
O=C(CNC(=O)c1ccncc1)Nc1ccc(F)c(F)c1,-0.4,-4,1,-23,-11,3,-1,8,17
COc1ccc(S(=O)(=O)Nc2c(C(=O)O)[nH]c3ccccc23)cc1,0.6,0,1,-4,-5,1,-4,6,8
CC(C)(C)OC(=O)N1CCN(c2ccc(NC(=O)c3ccco3)cc2)CC1,0.0,2,18,-2,-2,-7,3,-1,1
COc1cc(C(=O)NCc2cc3cc(Cl)ccc3n2C)cc(OC)c1OC,0.0,-4,7,-19,6,-3,-1,-3,12
CC(=O)Nc1cccc(-c2csc(C(O)c3cccc(Cl)c3)n2)c1 (centres undefined),·,-2,17,-5,1,-6,3,-5,-3
CCCOc1ccc(-c2c(C(=O)N/N=C/c3ccc(OCC)cc3)nnn2-c2nonc2N)cc1,1.3,0,0,7,11,-3,-2,-6,-5
S=c1[nH]nc(-c2ccco2)n1-c1ccc(Cl)cc1,0.0,-1,0,-2,5,-6,1,1,4
COP(=O)(OC)c1nc(-c2cccc3ccccc23)oc1N1CCOCC1,-1.7,-1,0,-17,5,-4,-3,-3,11
Cc1cccc(CSCCNC(=O)CSCc2ccc([N+](=O)[O-])cc2)c1,-0.3,4,2,-21,-7,-6,-8,-7,-7
Cc1ccc(CS(=O)(=O)CCC(=O)NC2CC2)cc1,-1.1,2,1,-1,10,8,-3,-5,-2
CC(C)(C)C(=O)NC(Nc1cccc2cccnc12)C(Cl)(Cl)Cl (centres undefined),-2.6,-8,-2,-5,-8,2,-5,3,1
Cc1c(O)ccc(C(=O)CN2CCN(c3ccc(F)cc3)CC2)c1O,0.5,2,1,-6,13,0,0,-4,3
CC(=O)c1ccc(OCc2cc(C(=O)N(C)CC3COc4ccccc4O3)no2)cc1 (centres undefined),0.8,-5,15,-1,3,-10,5,-13,-9
O=C(Nc1nccs1)c1ccc([N+](=O)[O-])cc1,-3.2,2,1,7,8,5,0,4,-1
Oc1ccc(/C=N/Nc2ncnc3nc[nH]c23)cc1,0.8,14,0,-10,7,-5,0,1,14
COc1ccc(-c2c3c(=O)n(C)c(=O)n(C)c3cn2N2CCOCC2)cc1,-0.4,7,0,-13,-3,13,2,5,12
O=C(CSc1ccc2ccccc2n1)NCCCN1CCCC1=O,-0.2,-7,2,-9,3,7,4,1,7
COc1cccc(C(=O)CC(C#N)c2ccc(F)cc2)c1 (centres undefined),0.7,0,1,-5,19,-1,-5,-2,10
CCOC(=O)c1nn(-c2ccccc2)cc1O,-0.8,6,0,1,6,-2,-3,0,4
NC(=O)NC(=O)COC(=O)/C=C/c1cccc(Br)c1,-1.2,9,0,-10,-4,-2,-4,-1,12

# 2 compounds from above, limited to M4 PAM, M5 antag and CHRM4 agonist:
structure	M4 PAM	M5 antag	CHRM4 agonist
Cc1c(O)ccc(C(=O)CN2CCN(c3ccc(F)cc3)CC2)c1O	0	13	1
CC(=O)c1ccc(OCc2cc(C(=O)N(C)CC3COc4ccccc4O3)no2)cc1 (centres undefined)	-10	3	15

# Next section
SMILES,CRFBP-R2 agonist,M4 antag,CHRM4 agonist,M1 antag,M5 antag,M4 PAM,CHRM5 agonist,CHRM5 PAM,M1 PAM
COc1cc2c(-c3ccccc3O)nc3c(c(C)nn3-c3ccccc3)c2cc1OC,-1.2,5,2,-3,-10,6,2,3,4
c1coc(-c2ccnc(-c3ccncc3)n2)c1,-1.1,-3,2,-22,6,12,-2,8,18
O=C(O)c1ccc(CNCc2ccc(Cl)cc2Cl)cc1,-0.4,-3,1,-11,-3,7,-6,0,4
COc1ccc(N2CCN(CC(O)COCc3ccccc3)CC2)cc1 (centres undefined),-2.3,-1,1,-2,7,-2,-1,2,3
COc1cc(C(=O)NCc2nc(C)cs2)ccc1OC1CCN(C(C)=O)CC1,0.5,-4,0,-19,-1,8,-3,4,11
O=C(Nc1ccccc1)Nc1nnc([C@@H]2C[C@H](O)[C@@H](CO)O2)s1,·,-4,0,-6,7,1,1,-4,3
COc1cc(NCCCn2ccc(NC(=O)OCc3ccccc3)nc2=O)cc(OC)c1OC,-1.9,-19,2,2,-3,3,3,-5,1
N#CC(=C1C=C(Br)C(=NO)C=C1Cl)c1cccc2ccccc12,2.5,-3,2,2,1,-4,0,-6,0
C/C=C/c1cc(CN2CCN(c3ccccc3)CC2)c(O)c(OC)c1,0.0,-6,0,9,4,7,-2,4,-2
CCOc1ccc(OCCNC(=O)C(NC(=O)c2c(F)cccc2F)C(C)C)cc1 (centres undefined),-1.0,-3,1,-11,-4,2,1,9,8
CCOC(=O)CNC(=O)OC1CCN2Cc3ccccc3N=C12 (centres undefined),1.1,1,1,-4,-2,-6,-6,3,4
CCCOc1ccc(Cc2c(COCC)[nH]c(=S)[nH]c2=O)cc1,-0.3,-1,0,5,4,-3,-5,-5,-1
CCOC(=O)C(Cc1ccccc1)(NC(C)=O)C(=O)OCC,-0.5,-3,1,11,-13,3,1,7,-1
COc1cc(S(=O)(=O)N2CCCCCC2)c(OC)cc1Br,0.6,0,-2,-7,-3,4,-2,5,10
Cc1cccc(S(=O)(=O)Nc2ccc(C)c3c2OC(C)(C)C3)c1,-0.7,-7,-1,1,0,-2,-11,-14,-6
Cn1c(SCC(=O)Nc2cccc(Br)c2)nnc1-c1cc2ccccc2o1,0.2,-2,-1,-8,1,11,-4,2,5
Cc1ccc2c(N)c(C#N)sc2n1,0.8,-2,1,-5,3,1,-4,-11,2
Cn1cccc1C(=O)OCC(=O)c1c[nH]c2ccccc12,-3.2,-3,5,6,23,0,-2,-14,-6
Cc1cc(C)n2nc(SCc3cc(=O)oc4ccc5ccccc5c34)nc2n1,0.0,-15,1,-23,0,-6,-2,0,1
S=C(Nc1nc2c(s1)CCCC2)NC1CC1,-1.1,-4,0,-4,11,-5,-6,-5,-2
CCCCCC(O)CCc1n[nH]c(=S)n1-c1ccccc1 (centres undefined),-1.5,7,0,-1,2,-1,1,-13,1
CNc1c(NS(=O)(=O)c2ccc(Br)cc2)c(=O)oc2ccccc12,7.9,-3,12,-1,14,-9,2,-7,-2
CC1Cc2ccccc2N1C(=O)c1nn(C)cc1Br (centres undefined),1.1,6,0,-8,-1,10,-4,5,9
CN(C)S(=O)(=O)c1ccc(N2CCCC2)c(C(=O)Nc2ccccc2)c1,-0.5,-16,3,-1,1,12,-3,-4,3
COc1ccccc1C1(CCN=Cc2ccc(N(C)C)cc2)CCOC(C)(C)C1 (centres undefined),-1.9,3,0,-15,-8,2,-4,8,1
